H9c2 protect: protects H9c2 cardiomyocytes from peroxide injury. H2O2 injury protection, ATPLite, 2 h. protection from H2O2 cell death, % at 20 µM. 360,000 tested, 0.63% active;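 active = compounds giving at least 50% protection of heart cells from peroxide-induced death in the single-dose screen, raw or plate-pattern-corrected value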;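 also: 0% = DMSO wells with peroxide and 100% = DMSO wells without peroxide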
Exocytosis inh: lytic granule exocytosis inhibition. TALL-104 LAMP-1 surface exposure, flow cytometry; cells stimulated with thapsigargin and PMA. inhibition, % at 10 µM. 360,000 tested, 0.66% active;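 active = inhibition above about 55%, limit read from the data; inconclusive = no clear call, values can overlap the other calls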
N-glyco inh: N-linked glycosylation inhibition. AID 588692. 360,000 tested, 0.23% active. reporter increase, % at 12.5 µM. D54 ERlucT glycosylation luciferase reporter, 24 h; percent of 100 nM tunicamycin response;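 active = mean luciferase reporter signal, scaled so untreated is 0 and the glycosylation-blocking control 100, at or above a set limit in every replicate; inconclusive = mean reaches the limit but not every replicate does; inactive = mean below the limit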;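 also: luciferase carries N-glycosylation sites so blocking glycosylation raises the light; 0% = median of neutral control wells and 100% = median of 100 nM tunicamycin wells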
HTR2A ag: activates the mouse 5-HT2A serotonin receptor. CHO-K1 mHTR2A beta-arrestin complementation, luminescence; percent of 30 µM serotonin response. AID 624169. activation, % at 7.6 µM. P35363. 360,000 tested, 0.66% active;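 active = activation above a run cutoff, the mean activation of all tested compounds plus 3 SD, cut at about 14% in these data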;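 also: 0% = plate median of compound wells and 100% = 30 µM serotonin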
Target sequence (P35363 whole entry, looked up): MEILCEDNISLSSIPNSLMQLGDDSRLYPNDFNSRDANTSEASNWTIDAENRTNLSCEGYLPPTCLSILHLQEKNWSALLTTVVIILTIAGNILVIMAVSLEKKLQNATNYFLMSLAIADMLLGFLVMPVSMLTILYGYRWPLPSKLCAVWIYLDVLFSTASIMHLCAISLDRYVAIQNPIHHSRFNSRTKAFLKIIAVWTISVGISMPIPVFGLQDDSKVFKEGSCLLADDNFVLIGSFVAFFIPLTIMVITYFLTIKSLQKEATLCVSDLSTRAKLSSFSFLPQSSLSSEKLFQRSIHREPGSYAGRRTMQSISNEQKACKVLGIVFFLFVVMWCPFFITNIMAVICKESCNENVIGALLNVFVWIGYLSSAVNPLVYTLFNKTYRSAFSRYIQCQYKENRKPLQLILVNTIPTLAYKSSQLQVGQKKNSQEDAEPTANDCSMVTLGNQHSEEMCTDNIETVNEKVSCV
ABCB6 inh MLPCN: inhibitors of human ABC transporter ABCB6; Q9NP58; K562-ABCB6 porphyrin accumulation, flow cytometry, 1 h; stronger effect = lower value; fluorescence ratio to DMSO, % at 10 µM; 360,000 tested, 0.19% active;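 active = fluorescence ratio to DMSO below 75%, the collection mean minus 3 SD; inconclusive = too few cells collected in the well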;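 also: signal is porphyrin accumulated inside mitochondria; 100% equals median channel fluorescence of DMSO control wells; lower ratio means ABCB6 inhibition with less porphyrin fluorescence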
hiPSC survival: enhancers of human iPSC single-cell survival; hiPSC single-cell survival, ATPlite luminescence; 100% = ROCK inhibitor wells, 0% = DMSO; survival enhancement, % at 20 µM; 360,000 tested, 0.044% active; AID 602274; in the data active = survival enhancement above about 18%;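 also: cells exposed to compounds for 16 hours before the ATP read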
CaV13 ICDI inh: Disruptors of the CACNA1D IQ motif to Ca2+-dependent inactivation inhibitor domain association, primary screening, Förster resonance energy transfer in intact living …; HEK cells, CFP/YFP FRET ICDI-IQ, plate reader, 10 min; percent FRET-ratio fall versus neutral wells; inhibition, % at 12.3 µM; 340,000 tested, 0.098% active;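 active = mean replicate inhibition of at least 30% and at least 1% of replicates passing that level; inconclusive = only one of the two criteria is met; inactive = neither criterion is met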;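 also: 0% = median of the neutral control wells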
Vif inh: blocks HIV Vif function. 340,000 tested, 0.35% active. HEK293T cells, Vif self-association by quenched fluorescence, imaging, 24 h. inhibition, % at 7.49 µM. AID 602346; in the data active = inhibition above about 50%, passing the limit was not always enough; inconclusive = no clear call, values can overlap the other calls; inactive = below about 31%; also: some results filed as inactive read as strong as hits
PDI inh: inhibitors of human protein disulfide isomerase. P07237. PDI insulin aggregation turbidity, A650, 90 min. inhibition, % at 10 µM. 350,000 tested, 0.052% active;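 active = mean inhibition across replicates of 30% or more, whatever share of single replicates reach that level; inconclusive = mean inhibition below 30% while every single replicate reaches 30%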;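 also: absorbance from insulin aggregation driven by PDI reduction with DTT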
Target sequence (P07237 whole entry, looked up): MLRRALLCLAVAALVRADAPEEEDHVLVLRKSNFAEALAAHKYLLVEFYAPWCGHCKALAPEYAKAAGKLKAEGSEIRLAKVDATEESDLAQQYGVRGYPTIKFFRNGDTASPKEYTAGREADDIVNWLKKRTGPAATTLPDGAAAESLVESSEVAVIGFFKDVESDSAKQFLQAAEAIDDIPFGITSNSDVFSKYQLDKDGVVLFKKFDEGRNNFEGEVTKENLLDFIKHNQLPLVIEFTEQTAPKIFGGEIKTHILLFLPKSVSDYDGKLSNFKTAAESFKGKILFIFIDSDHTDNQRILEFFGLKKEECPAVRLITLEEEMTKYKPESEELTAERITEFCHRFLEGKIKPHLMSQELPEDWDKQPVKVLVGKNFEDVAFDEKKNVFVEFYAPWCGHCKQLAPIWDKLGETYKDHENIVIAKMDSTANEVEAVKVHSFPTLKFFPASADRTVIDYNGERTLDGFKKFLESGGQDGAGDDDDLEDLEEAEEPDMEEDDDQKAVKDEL
aDG glyco act: alpha-DG glycosylation activation; 360,000 tested, 0.22% active; activation, % at 10 µM; Pro5-aDG cells, alpha-DG glycosylation AlphaScreen (IIH6); 0% Pro5, 100% B10-LARGE cell signal;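 active = activation of at least 8% versus controls, or a plate z-score of at least 8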;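 also: Pro5 are CHO cells carrying HIG-tagged alpha-DG that lacks glycosylation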
Active calls of the source: *; u = inconclusive; x = not tested or not shown.

SMILES	H9c2 protect	Exocytosis inh	N-glyco inh	HTR2A ag	ABCB6 inh MLPCN	hiPSC survival	CaV13 ICDI inh	Vif inh	PDI inh	aDG glyco act
COc1ccc(-c2cccc(C(=O)Nc3cccc(C(=O)O)c3)c2)cc1	-1	1	3	-5	93	4.1	-6	0	-2	-0.1
CC(=O)c1c(C)[nH]c(C(=O)Nc2nc(C)cs2)c1C	-16	-3	-17	-2	100	-1.0	-2	2	-2	-0.1
CC(C)(C)c1ccc(-n2ncc3c2CCCC3NC(=O)C2(C(N)=O)CC2)cc1 (stereo unspecified)	-16	0	1	1	103	-0.3	-6	-11	-3	9.6*
O=C(Nc1ccccc1N1CCOCC1)c1cccc(Oc2ccccc2)c1	-7	63*	-4	-4	97	-0.6	-4	-5	16	0.0
C/C=C/c1ccc(OCC(=O)NNC(=O)CN(C)S(=O)(=O)c2ccc(C)cc2)c(OC)c1	-4	-1	3	-5	96	-0.5	-5	6	6	0.3
CC1(C(=O)NS(=O)(=O)c2cccc(C#N)c2)CCN1C(=O)C1CCCCC1 (stereo unspecified)	-1	3	0	1	95	0.5	-10	-4	1	0.0
COC1=CC(=O)OC(c2cccc(C#N)c2)C1 (stereo unspecified)	x	-3	x	-3	x	x	-7	x	x	0.0
CCC(=O)Oc1cccc(C(=O)Nc2cccc(NC(=O)c3ccco3)c2)c1	3	10	1	4	97	-0.2	-3	18	4	-0.2
COCCSc1ccccc1C(=O)N1CCOCC1	0	-1	1	2	99	-0.2	-6	8	-3	-0.2
Cc1ccc(-c2c[n+](CC(=O)Nc3nc(-c4ccccc4)cs3)c3n2CCC3)cc1	-6	-4	2	3	99	-0.4	-2	-11	3	-0.2
Cc1cccc(Sc2ccc([N+](=O)[O-])cn2)c1	7	-2	-4	-1	99	0.8	-2	-10	2	0.0
CCN(C[C@H]1N[C@@](Cc2ccccc2)(C(=O)OC)[C@H]2C(=O)N(C)C(=O)[C@@H]12)S(=O)(=O)c1ccc(-c2ccccc2)cc1	14	-1	-4	-3	96	-0.3	-8	3	-6	0.0
COc1ccc(CN2CCNC(=O)C2CC(=O)NCC(C)(C)N2CCOCC2)cc1C (stereo unspecified)	0	2	1	5	100	-0.5	-5	-4	7	0.4
O=C(NCC1CCCCC1)c1cc(S(=O)(=O)N2CCCCC2)ccc1N1CCOCC1	-4	-2	1	2	98	-0.3	-2	7	6	-0.1
O=C(CN1CCOCC1)NCCc1ccccc1	2	0	1	2	99	0.3	-4	-4	0	-0.2
CCN(CC)CCCN1C=C2C(=O)C(C)(OC(=O)CCC(=O)OC)C(=O)C=C2C=C1C1CC1 (stereo unspecified)	1	0	0	-2	99	-3.4	-11	x	-3	0.1
COc1ccccc1Nc1cc(C(=O)NC2CCCC2)c2ccccc2n1	1	-6	4	1	99	-0.5	-3	13	-4	0.1
O=C(O)C(Cc1ccccc1N(CCO)CCO)N1C(=O)c2ccccc2C1=O (stereo unspecified)	8	-2	1	4	98	0.6	-3	1	-14	0.1
CS(=O)(=O)N1N=C(c2ccco2)CC1c1ccc(Cl)cc1Cl (stereo unspecified)	-5	-6	-1	0	91	1.0	-2	8	3	0.4
COc1ccc(NC(=O)CC2COc3ccccc3O2)c(OC)c1 (stereo unspecified)	7	-1	-2	3	100	15	-5	6	-15	0.3
CC(=O)c1ccc(NC(=O)C2CCCN(S(=O)(=O)c3ccc(-n4cnnn4)cc3)C2)cc1 (stereo unspecified)	1	23	3	11	92	-0.5	-4	-4	-3	0.1
COc1ccccc1-c1cn[nH]c1-c1ccc(OCC(=O)NN)cc1O	-2	-3	2	5	96	0.0	-4	-1	15	0.1
CC(NC(=O)c1ccccc1NS(=O)(=O)c1ccc(CCC(=O)O)cc1)c1ccccc1 (stereo unspecified)	12	0	-1	1	98	0.5	-3	-2	-2	0.1
Cc1nc2ccccc2c(=O)n1NC(=O)c1cncc(Br)c1	0	7	-2	3	100	-0.5	-4	-1	3	-0.1
CCCCC(=O)Nc1ccc(NC(=S)NC(=O)c2ccco2)cc1OC	0	6	1	-4	95	0.9	-4	0	-2	-0.1
Cc1ccccc1NC(=S)N=Nc1c(O)n(C)c2ccc(S(=O)(=O)N3CCOCC3)cc12	23	3	11	-2	87	-0.9	-4	6	-7	0.5
C=CCc1cc(Cl)ccc1OC(=O)Nc1cccc(Cl)c1	-15	2	-2	-5	98	-0.5	-2	-1	-2	0.1
CCCCC(O)CN1CCC(c2ccccc2)CC1 (stereo unspecified)	-2	0	3	0	150	-0.2	-4	9	-3	-0.3
CCCOC(=O)Nc1nc2ccccc2o1	-9	-3	1	0	100	-2.0	-4	4	10	0.0
Cc1cc2ccccc2n1CCNC(=O)C(C)C	-3	-1	-1	-1	104	-2.1	-7	6	x	-0.2
O=C(N/N=C/c1c[nH]c2ccccc12)c1cccc(Cl)c1	22	-5	5	3	92	0.3	-3	3	5	0.0
CCc1ccc(CCC(=O)Nc2nccs2)o1	3	-3	3	2	96	1.1	-4	-2	-3	-0.4
CCc1ccc(-c2csc3ncn(CC(=O)N4CCOCC4)c(=O)c23)cc1	6	-2	6	1	84	2.6	-4	-2	-5	-0.1
O=c1[nH][nH]c2cc(=O)n(-c3cccc(C(F)(F)F)c3)nc12	1	0	-2	5	98	2.8	-5	-2	0	-0.6
COc1ccc(OC)c(/C=C2\N=C(c3ccccc3)OC2=O)c1	8	-4	0	-2	106	-0.9	-20	-3	0	-0.2
Cc1nc(NCCOc2ccccc2)sc1C(=O)Nc1ccccc1	0	6	3	-9	100	1.6	-2	-6	0	0.1
COc1ccc(N/C=C/C(=O)C(C)(C)C)cc1	1	-5	2	-3	88	-0.6	4	2	-13	0.6
CN(Cc1nccn1C)C(=O)CC1C(=O)NCCN1Cc1ccc(F)cc1Cl (stereo unspecified)	6	0	1	0	97	-0.4	-9	10	7	2.2
NC(=S)Nc1cccc2cnccc12	-6	2	2	3	104	3.2	x	-6	0	-0.4
CCOC(=O)COc1cc2oc(=O)cc(C)c2cc1[N+](=O)[O-]	6	-2	1	-6	100	-0.9	-5	-1	1	0.0
Cc1cccc(-c2oc(C)c(C)[n+]2[O-])c1	10	2	1	-3	92	2.3	-6	-11	-3	-0.1
O=C(CSc1nnc2sc3ccccc3n12)NCc1ccco1	1	1	11	0	98	-2.0	-4	2	-7	0.1
C[C@H](CO)N1C[C@H](C)[C@@H](CN(C)C(=O)c2ccc3ccn(C)c3c2)OCc2cn(nn2)CCCC1=O	-4	-11	4	-2	99	0.1	-5	x	1	0.0
O=C(Nc1ccc(F)c(F)c1)C1=COCCO1	7	-3	1	5	101	-0.4	-6	-3	1	0.2
Cc1nn2c(-c3ccccn3)ccnc2c1Cl	5	1	3	5	98	-0.7	0	-5	-1	0.0
CC1(C)CC(N=c2cc(-c3ccccc3)oc3ccc(Cl)cc23)CC(C)(C)N1	-37	51	u	-8	98	-2.9	-6	-4	1	-0.4
S=C(NCc1ccccc1)N1CCN(c2ccccc2)CC1	-5	0	0	-6	98	2.3	-7	-2	-4	0.5
O=C(CNC(=O)c1nc[nH]c1C(=O)NCc1ccccc1)OCc1ccccc1	103*	-2	8	1	95	-2.0	15	-4	-3	-0.2

Profiles, looked up by structure. Values in the order: H9c2 protect, Exocytosis inh, N-glyco inh, HTR2A ag, ABCB6 inh MLPCN, hiPSC survival, CaV13 ICDI inh, Vif inh, PDI inh, aDG glyco act
Record of `CCC(=O)Oc1cccc(C(=O)Nc2cccc(NC(=O)c3ccco3)c2)c1` : 3, 10, 1, 4, 97, -0.2, -3, 18, 4, -0.2
Record of `CC1(C(=O)NS(=O)(=O)c2cccc(C#N)c2)CCN1C(=O)C1CCCCC1` (stereo unspecified) : -1, 3, 0, 1, 95, 0.5, -10, -4, 1, 0.0

Continuation:
SMILES	H9c2 protect	Exocytosis inh	N-glyco inh	HTR2A ag	ABCB6 inh MLPCN	hiPSC survival	CaV13 ICDI inh	Vif inh	PDI inh	aDG glyco act
CCOC(=O)Cn1nc(C)c(NC(=O)COc2ccccc2[N+](=O)[O-])c1C	-1	-5	2	-2	102	-0.7	-2	1	-5	-0.1
CC(C)N1C(=O)c2ccccc2NC(=O)C1C(=O)NC1CC1 (stereo unspecified)	x	8	x	-5	x	x	-7	x	x	0.0
CS(=O)(=O)N1CCCC(C(=O)NCc2ccco2)C1 (stereo unspecified)	-2	15	2	3	96	2.1	-6	1	6	0.0
CCC(=O)N1CCc2cc(Br)cc(S(=O)(=O)NCC3CCCN3CC)c21 (stereo unspecified)	-4	-2	1	2	97	-1.0	-5	0	1	-0.1
O=S(=O)(NCc1ccccc1Cl)c1ccc(-n2cccn2)cc1	-5	-1	0	-4	100	-0.2	-3	-2	19	-0.2
C[C@H](CO)N1C[C@H](C)[C@@H](CN(C)S(=O)(=O)c2cccs2)Oc2c(NC(=O)Nc3ccccc3)cccc2C1=O	8	-3	2	4	98	2.3	-5	-7	1	0.0
Cc1ccc(S(=O)(=O)NCCCNS(=O)(=O)c2ccccc2Br)cc1	-6	7	-1	-4	101	0.4	-4	2	-8	-0.1
CC(=O)c1ccc(-c2ccc(C(=O)N3CCC(C(N)=O)CC3)o2)cc1	-3	-11	1	-10	101	0.8	-15	2	4	0.1
C[C@@H](NC(=O)[C@@H]1Cc2ccccc2CN1C(=O)OC(C)(C)C)C(=O)NC1CCCC1	-1	-2	0	3	97	1.2	-5	-4	-10	0.1
COc1ccc(/C(O)=C2/C(=O)C(=O)N(CCN3CCOCC3)C2c2ccc(C)cc2)cc1 (stereo unspecified)	6	10	0	-2	100	3.2	-5	-5	1	-0.2
Nc1nc2c(s1)CCCCCCCCCC2	1	11	1	0	99	0.2	-16	11	12	-0.2
CC(=O)Nc1nc2ccccc2n1CCN(C)C	1	-2	2	-3	99	3.6	0	-1	20	0.0
CC(=O)c1ccc(N2CCN(CC(=O)NC(=O)NCc3ccccc3)CC2)cc1	-6	7	-3	-3	95	0.2	-5	-4	-1	0.4
COc1cccc(CNC(=O)C2CCN(S(=O)(=O)c3ccc(-n4cnnn4)cc3)CC2)c1	-7	11	0	4	103	-0.4	-3	1	-11	0.0
O=C(Nc1ccccc1)C1C2/C=C\CCCCC21 (stereo unspecified)	-6	2	-2	6	96	0.4	0	-4	-9	-0.1
CC(=O)N(/N=C1\Sc2ccccc2C1=O)c1cccc(C)c1	-18	-2	-1	-3	120	-0.9	-1	1	-7	-0.1
Cc1ccc2occ(/C=N/O)c(=O)c2c1	-2	-1	2	2	103	-1.3	-5	-12	0	-0.1
O=C(NN=C1CCCC1)c1ccc(O)cc1O	-2	0	1	-1	101	-0.3	-2	6	-7	-0.4
Cc1nc2ccccc2c(=O)n1NC(=O)C1CCCCC1	5	11	0	5	100	4.9	-6	-6	-17	0.0
O=C(NCCc1c[nH]c2ccccc12)c1cnccn1	-3	-2	6	0	96	1.6	-5	15	1	0.0
O=C(Cn1nnc(-c2cccs2)n1)NCc1ccccc1	0	-3	1	6	103	-0.8	1	x	-69	0.0
Cc1cn2c(nc1=O)OC1CC2OC1CO (stereo unspecified)	7	-2	-1	2	93	-0.4	5	1	-3	0.1
